# OXTR ag – human OXTR agonists, primary screen, fluorescence, CHO-OTR cells, Fluo-8 calcium; Fluo-8 calcium fluorescence; normalized: DMSO 0%, oxytocin 100%; 320,000 tested, 0.32% active; activation, % at 3 µM; AID 2435, 2010;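 active means activation above the mean of all tested compounds plus 3 SD, cutoff set per screening run, cut at about 20% in these data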;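 further: peak over basal fluorescence ratio from a 100 s FLIPR kinetic read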
# VIM-2 inhibitor – VIM-2 metallo-beta-lactamase inhibitors, primary screen, biochemical, epi-absorbance readout, Pseudomonas aeruginosa enzyme; purified VIM-2, nitrocefin hydrolysis, epi-absorbance fluorescence; 290,000 tested, 0.89% active; AID 1527, 2009; inhibition, % at 5.6 µM;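 active means inhibition above the mean of all tested compounds plus 3 SD, cutoff set per screening run, cut at about 7.5% in these data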;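 further: red hydrolysis product quenches plate fluorescence so inhibitors raise well fluorescence; 0% = enzyme with DMSO and 100% = DMSO without enzyme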
# GPR7 antag – GPR7 receptor antagonists, primary screen, cell-based, fluorescence, single concentration; Neuropeptides B/W receptor type 1 (Homo sapiens), P48145; GPR7-expressing cells, fluorescence antagonist assay; inhibition, % at 4.4 µM; 290,000 tested, 1.1% active; AID 1861, 2009; in the data active means inhibition above about 16%, passing the limit was not always enough;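 further: cells stimulated with the agonist NPW; 0% = agonist with vehicle and 100% = vehicle without agonist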
# Target sequence (P48145 whole entry, looked up): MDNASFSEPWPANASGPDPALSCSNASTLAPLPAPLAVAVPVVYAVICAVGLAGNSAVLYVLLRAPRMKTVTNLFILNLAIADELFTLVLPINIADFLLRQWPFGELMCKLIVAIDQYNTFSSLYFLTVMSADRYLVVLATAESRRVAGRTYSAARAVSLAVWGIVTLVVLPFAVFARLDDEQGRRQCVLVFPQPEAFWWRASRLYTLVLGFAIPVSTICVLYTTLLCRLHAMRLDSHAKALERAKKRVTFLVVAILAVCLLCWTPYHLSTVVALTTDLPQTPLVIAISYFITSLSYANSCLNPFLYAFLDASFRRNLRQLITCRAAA
# PHOSPHO1 inh – PubChem AID 1565 | Phosphoethanolamine/phosphocholine phosphatase (Homo sapiens), Q8TCT1 | recombinant PHOSPHO1, absorbance phosphatase assay | inhibition, % at 13.3 µM | 290,000 tested, 1.1% active; in the data active means inhibition above about 60%
# DNA FID counter – compounds displacing fluorescent DNA intercalator, primary screen, artefact control for HCV NS3 helicase inhibitor project, biochemical, FID fluorescence; AID 1845, 2009; DNA fluorescent intercalator displacement; 290,000 tested, 0.17% active; inhibition, % at 7.9 µM; in the data active means inhibition above about 37%;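 further: 0% = vehicle and 100% = reference compound; higher means more ethidium bromide displaced from hairpin DNA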
# V1aR counter – agonists of human V1a receptor, primary screen, counter-screen for OXTR agonist project, fluorescence, CHO-V1R cells | Vasopressin V1a receptor (Homo sapiens), P37288 | Fluo-8 calcium fluorescence, agonist mode; 0% DMSO, 100% 3 nM vasopressin | activation, % at 3 µM | 320,000 tested, 0.25% active | AID 2797, 2010;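 active means activation above the mean activation of all tested compounds plus 3 SD, per screening run, cut at about 20% in these data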;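 further: signal is peak over basal fluorescence ratio across a 100 second FLIPR read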
# Target sequence (P37288 whole entry, looked up): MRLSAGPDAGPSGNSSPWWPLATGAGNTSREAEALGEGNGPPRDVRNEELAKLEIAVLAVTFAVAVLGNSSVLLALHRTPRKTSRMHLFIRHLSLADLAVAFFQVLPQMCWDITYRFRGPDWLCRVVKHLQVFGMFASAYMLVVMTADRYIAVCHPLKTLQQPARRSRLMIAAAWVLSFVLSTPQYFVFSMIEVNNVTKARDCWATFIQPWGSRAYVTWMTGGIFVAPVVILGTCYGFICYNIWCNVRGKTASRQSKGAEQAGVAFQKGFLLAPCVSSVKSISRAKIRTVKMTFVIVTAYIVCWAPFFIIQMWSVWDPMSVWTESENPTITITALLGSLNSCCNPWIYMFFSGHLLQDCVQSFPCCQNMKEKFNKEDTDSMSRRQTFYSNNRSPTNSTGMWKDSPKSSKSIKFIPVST
# IMP-1 inhibitor – IMP-1 metallo-beta-lactamase inhibitors, primary screen, biochemical, epi-absorbance readout, Pseudomonas aeruginosa enzyme | metallo-beta-lactamase IMP-1 (Pseudomonas aeruginosa) | purified IMP-1, nitrocefin hydrolysis, epi-absorbance fluorescence | inhibition, % at 5.6 µM | 290,000 tested, 0.45% active | AID 1556, 2009;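 active means inhibition above the mean plus 3 SD of all compounds in the same screening run, cut at about 4.5% in these data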;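 further: 0% = IMP-1 with DMSO and 100% = DMSO wells lacking enzyme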
#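 System: purified IMP-1 / Input: IMP-1 dispensed at 0.2 nM / Medium: 50 mM HEPES pH 7.1, 50 µM ZnSO4, 0.05% Brij 35 / Timing: 15 min enzyme–compound preincubation, then 25 min nitrocefin reaction, 25 °C / Technique: plate fluorescence quenching by hydrolysis product, ex 480/em 530 nm / Repeats: singlicate testing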
# GalR3 antagonist – GalR3 antagonists in HEK293 cells, primary screen, cell-based, fluorescence readout | HEK293 GalR3-CNG cAMP membrane potential fluorescence; galR3 body fused to GalR1 C-terminus | AID 651719, 2012 | 360,000 tested, 0.44% active | Galanin receptor type 3 (Homo sapiens), O60755 | inhibition, % at 3 µM;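 active means inhibition above the screen-wide average plus 3 SD, cut at about 13% in these data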;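 further: forskolin and galanin both at EC90 stimulate the cells; cAMP rise reported by CNG channel membrane potential dye signal; 0% = forskolin plus galanin with DMSO and 100% = forskolin alone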
# Target sequence (O60755 1-299 limits assumed): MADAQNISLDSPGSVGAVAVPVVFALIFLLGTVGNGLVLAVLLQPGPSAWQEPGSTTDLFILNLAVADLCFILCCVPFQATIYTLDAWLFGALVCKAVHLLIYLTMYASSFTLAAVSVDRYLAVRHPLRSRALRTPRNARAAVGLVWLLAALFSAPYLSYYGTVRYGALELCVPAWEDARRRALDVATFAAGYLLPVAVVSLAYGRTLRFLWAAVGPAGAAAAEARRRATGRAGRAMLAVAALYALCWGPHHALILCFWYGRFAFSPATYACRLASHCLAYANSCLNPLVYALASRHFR
# HCV NS3 hel inh – inhibitors of HCV NS3 helicase, primary screen, biochemical, Cy5 molecular beacon fluorescence; Hepatitis C virus NS3 helicase; NS3 helicase DNA unwinding; inhibition, % at 10.9 µM; 290,000 tested, 0.56% active; AID 1800, 2009;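 active means inhibition above the mean of all tested compounds plus 3 SD, set per campaign, cut at about 35% in these data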;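 further: 0% = DMSO wells and 100% = thioflavine S control wells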
#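 Control set: DMSO versus 110 µM thioflavine S; Material: NS3 helicase fragment of HCV; Measured by: Cy5 fluorescence at 0 and 60 min, beacon hairpin quenching; Read-out basis: percent inhibition from t60/t0 fluorescence ratio; Times: reaction time 60 min, 25 °C; Repeats: single replicate; Compound dosing: single dose, 10.9 µM nominal final, DMSO 0.8% final.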
# Starred values were filed as active, the others as inactive; . = no result given.
# Values in the order – OXTR ag, VIM-2 inhibitor, GPR7 antag, PHOSPHO1 inh, DNA FID counter, V1aR counter, IMP-1 inhibitor, GalR3 antagonist, HCV NS3 hel inh
COc1ccc(CCC(=O)NCC23CC4CC(CC(C4)C2)C3)cc1
  -2.2, 1.4, 27, 42, -31, -1.5, 1.7, -7, 21
COc1ccc(S(=O)(=O)NCCc2cc3ccc(C)c(C)c3[nH]c2=O)cc1
  6.7, -2.5, -7, 23, -33, 11, -3.5, 0, 4
O=C(CSc1ccc(-c2ccccn2)nn1)NCc1ccccc1
  -0.3, -4.2, -1, -8, 0, 0.0, -5.6, -3, -3
Nc1nonc1-n1nnc(C(=O)N/N=C/c2ccc3c(c2)OCO3)c1-c1ccccc1
  10, -0.3, -8, 16, -19, 6.2, -2.3, -8, -3
OC1CCCN(Cc2cn(Cc3ccccc3)nc2-c2cc3ccccc3o2)C1 (stereo unspecified)
  5.5, -0.8, 8, 28, 17, 2.6, -1.0, -5, -28
Cc1nn(-c2ccccc2)c(Cl)c1C(=O)NCc1cccs1
  -2.4, -1.1, 7, -6, -6, -0.3, -2.6, -4, 21
C=CCNC(=O)COC(=O)C1CCN(S(=O)(=O)c2ccc3c(c2)OCCO3)CC1
  -0.6, -0.6, 7, 4, -12, -0.2, -0.8, 0, 4
Cc1cccc2cc(CN(Cc3ccc4c(c3)OCO4)Cc3nnnn3C3CCCC3)c(=O)[nH]c12
  -0.7, 0.5, -2, 21, -7, 2.1, 0.9, 5, -4
CCC(C)NC(=O)Nc1ccc(F)c(Cl)c1 (stereo unspecified)
  1.4, -0.4, -3, -5, 4, 5.8, -1.0, -3, 7
OC(CNC1CCCC1)COc1ccc(F)cc1 (stereo unspecified)
  ., -0.8, -10, ., -5, ., -2.5, -15, -5
CC(O)C(C(=O)OCc1ccc([N+](=O)[O-])cc1)N1C(=O)c2ccccc2C1=O (stereo unspecified)
  2.5, -2.0, -1, -3, 4, 1.7, -0.3, 1, -6
Cc1[nH]c2c(ccc3cccnc32)c1C
  -2.2, 3.8, 4, 15, -5, -1.2, -1.6, -3, 0
CCN(CCCNC(=O)C1CCN(S(=O)(=O)CC)CC1)c1cccc(C)c1
  -1.6, -1.9, 3, 22, -9, 0.1, -1.9, -7, -5
CCc1ccc(NC(=O)N(CCCOC(C)C)C2CCN(C(C)=O)CC2)cc1
  -0.6, -2.8, -3, 8, -15, 0.5, 0.6, 2, 7
O=[N+]([O-])c1cccc(/C=N/N2CCN(Cc3ccccc3)CC2)c1
  -2.2, 0.3, 0, 14, -1, 8.0, -1.3, -6, -8
Cc1oc(-c2ccccc2Cl)nc1CS(=O)CC(=O)NCCCN1CC(C)CC(C)C1 (stereo unspecified)
  -0.1, -1.1, -9, 37, 7, -0.1, -3.8, -10, -1
O=C(CSc1nccn1-c1ccccc1)c1ccc(Cl)cc1
  -2.5, -4.6, -5, 16, -12, -0.7, -1.8, 0, -12
Cc1ccc(/C=N/n2c(-c3cccnc3)n[nH]c2=S)s1
  -1.1, -1.2, -5, 10, -6, -0.7, -3.7, 6, 8
COc1cccc(C(=O)Nc2ccc3ccccc3c2)c1
  -1.5, -1.4, 19, 20, -3, 0.7, -3.2, 0, -5
COc1cc(/C=C2/C(=O)ON=C2C)cc(Cl)c1O
  1.1, -6.3, 3, 37, -2, -0.4, -7.9, -7, 17

# Copied from the entries so far, 4 compounds:
# Values in the order – OXTR ag, VIM-2 inhibitor, GPR7 antag, PHOSPHO1 inh, DNA FID counter, V1aR counter, IMP-1 inhibitor, GalR3 antagonist, HCV NS3 hel inh
COc1ccc(S(=O)(=O)NCCc2cc3ccc(C)c(C)c3[nH]c2=O)cc1
  6.7, -2.5, -7, 23, -33, 11, -3.5, 0, 4
O=C(CSc1ccc(-c2ccccn2)nn1)NCc1ccccc1
  -0.3, -4.2, -1, -8, 0, 0.0, -5.6, -3, -3
Nc1nonc1-n1nnc(C(=O)N/N=C/c2ccc3c(c2)OCO3)c1-c1ccccc1
  10, -0.3, -8, 16, -19, 6.2, -2.3, -8, -3
OC1CCCN(Cc2cn(Cc3ccccc3)nc2-c2cc3ccccc3o2)C1 (stereo unspecified)
  5.5, -0.8, 8, 28, 17, 2.6, -1.0, -5, -28

# Additional records follow.
# Values in the order – OXTR ag, VIM-2 inhibitor, GPR7 antag, PHOSPHO1 inh, DNA FID counter, V1aR counter, IMP-1 inhibitor, GalR3 antagonist, HCV NS3 hel inh
N#CC1=C(N)OC2=C(C(=O)CC(c3ccccc3)C2)C1c1cccnc1 (stereo unspecified)
  -1.4, -1.4, -1, 26, -13, 0.6, -1.6, 5, 2
Cn1c(=O)c([N+](=O)[O-])c(N2CCN(Cc3ccc4c(c3)OCO4)CC2)c2ccccc21
  -1.0, 3.2, -2, 25, -9, -0.9, -0.4, 4, -4
Cc1cccc(NC(=O)C2C3C=CC(C4CC34)C2C(=O)O)c1 (stereo unspecified)
  -0.6, 2.8, -4, 5, -4, -0.8, -1.6, 2, -6
N#CCCN/N=C(\Cc1nc2ccccc2[nH]1)c1ccccc1
  0.7, -4.1, -2, -4, 0, 1.3, -2.9, -3, -8
CCC(Sc1ncccc1C(=O)O)C(=O)N1CCCC1 (stereo unspecified)
  0.6, 1.4, -2, 11, 10, 0.6, -1.1, -7, 2
CSCC[C@H](NC(=O)OC(C)(C)C)C(=O)N1CCC(C(=O)N[C@@H](Cc2c[nH]c3ccccc23)C(=O)O)CC1
  1.5, -1.6, 9, ., -35, 0.6, -2.5, -8, 21
COc1ccc(N(C(=O)Cc2cccs2)C(C(=O)NC2CCCC2)c2ccncc2)cc1OC (stereo unspecified)
  -1.2, 1.0, 6, 31, -29, -1.0, 1.4, -7, -2
Cc1ccc(NCC(=O)c2ccccc2)cc1Cl
  0.3, 0.4, -19, 6, 2, 1.2, -1.6, -6, -2
CC(C)N(C)Cc1nnnn1CC(=O)NCCc1cccc(C(F)(F)F)c1
  -0.8, -3.2, 1, 24, -8, -0.5, -2.9, -2, -13
CCn1ccc(C(=O)NC2=NCCS2)n1
  -1.5, -3.6, -14, 9, 0, -0.6, -5.0, 0, -4
CCn1c(C)[n+](CC)c2ccc(S(=O)(=O)NC)cc21
  0.1, 2.4, -6, 1, 0, 1.2, -3.1, -6, -4
Cc1nnc(N/N=C/c2ccc(-c3ccccc3F)o2)n1N
  -0.7, -0.8, 1, -25, 6, 0.1, -2.1, -2, -5
O=C(NN=C(Cc1ccccc1)Cc1ccccc1)C1CC1
  -0.7, -4.0, 2, 16, 5, -0.6, -2.9, 1, 3
CCOC(=O)c1ccc(NC(=O)CCC2COc3ccccc3O2)cc1 (stereo unspecified)
  5.5, -3.0, 15, 20, -17, 5.4, -1.4, -9, -11
O=C(CN(C(=O)c1csnn1)c1cccc2ccccc12)NCc1ccc(F)cc1
  0.5, -0.1, 2, 43, -31, 15, 1.2, -9, 3
CC(C)C(=O)NN(C(=O)c1ccccc1)c1ccccc1
  -0.8, 0.4, -12, -2, -3, 0.9, 1.2, 6, -7
CCN(C(=O)COC(=O)/C=C/c1nc2ccccc2s1)C1CCS(=O)(=O)C1 (stereo unspecified)
  1.6, -3.0, -11, -4, -12, 1.7, -3.5, -7, 14
OCC1CCCN(Cc2cn(Cc3ccccc3)nc2-c2cc3ccccc3o2)C1 (stereo unspecified)
  6.9, -1.1, 17, 41, 27, 1.9, -4.1, -2, -34
COc1ccc2c(c1)[nH]c1c(=O)n(Cc3ccncc3)cnc12
  -2.0, -4.4, -2, 2, -2, -0.9, -2.1, -5, -7
C=C(C)Cn1c(SCCCO)nc2c1c(=O)[nH]c(=O)n2C
  0.3, -2.8, -6, 1, -3, 0.9, -3.6, 6, 4

# (next part)
# Values in the order – OXTR ag, VIM-2 inhibitor, GPR7 antag, PHOSPHO1 inh, DNA FID counter, V1aR counter, IMP-1 inhibitor, GalR3 antagonist, HCV NS3 hel inh
CSc1ccc(S(=O)(=O)NC2CC2)cc1
  -0.6, -0.1, 11, ., -3, 0.4, 0.4, -6, -2
COc1cc2c(=O)n(CCC(=O)NCC3CCCO3)c(=O)n(CC(=O)Nc3ccc(C)cc3C)c2cc1OC (stereo unspecified)
  0.6, -3.4, -9, 6, -38, -0.4, -2.5, -7, 1
CC(=O)c1cc(F)c(N2CCOCC2)cc1C
  2.0, -3.8, -1, 4, -3, 1.4, -1.6, -1, -1
Cc1ccc2[nH]c3c(N4CCOCC4)ncnc3c2c1
  10, 0.2, -14, -4, -5, 9.2, -4.2, -3, -1
O=C(C1COc2ccccc2O1)N1CCN(Cc2ccc(Br)cc2F)CC1 (stereo unspecified)
  2.7, -3.5, 16, 28, -45, 4.2, -3.9, -10, -10
Cc1ccc(C)c(SCC(=O)Nc2cc(C)nn2-c2ccc(F)cc2)c1
  ., -1.2, 8, -4, -13, ., -3.5, ., 10
COc1cc(/C=C2/SC(=S)N(c3ccccc3)C2=O)ccc1Oc1nc(N2CCOCC2)nc(N2CCOCC2)n1
  0.5, -5.0, -12, -2, -2, 0.6, -1.9, 7, -9
Fc1ccc(-n2nnc(-c3cnc4ccccc4c3)n2)cc1
  -0.9, -1.6, -3, 22, -4, 0.4, -0.9, -4, 11
CCCCOc1ccc(C(O)(CCC)CCN2CCOCC2)cc1 (stereo unspecified)
  2.9, -4.3, -10, -18, 5, 5.2, -3.4, -7, -12
CCCOc1cccc(C(=O)N/N=C/c2coc3ccccc3c2=O)c1
  ., -5.5, -7, 51, -8, ., 3.8, 5, 0
CCNc1nc(SCC(N)=O)nc2sc3c(c12)CCN(C)C3
  ., 3.9, 11, -8, 1, ., 3.8, -10, 25
Cc1cccc(NC(=O)Nc2ccncc2)c1
  2.7, -2.8, -11, 52, 4, 3.1, -3.3, -1, 0

# 2 records drawn at random from the list so far, as already listed:
# Values in the order – OXTR ag, VIM-2 inhibitor, GPR7 antag, PHOSPHO1 inh, DNA FID counter, V1aR counter, IMP-1 inhibitor, GalR3 antagonist, HCV NS3 hel inh
CCCOc1cccc(C(=O)N/N=C/c2coc3ccccc3c2=O)c1
  ., -5.5, -7, 51, -8, ., 3.8, 5, 0
O=C(C1COc2ccccc2O1)N1CCN(Cc2ccc(Br)cc2F)CC1 (stereo unspecified)
  2.7, -3.5, 16, 28, -45, 4.2, -3.9, -10, -10
